Screening results: PubChem, Sanford-Burnham Center for Chemical Genomics
SENP8 block-1: human SENP8 protease inhibitors, primary screen, biochemical, fluorescence, Nedd8 protein substrate, uHTS; Sentrin-specific protease 8 (Homo sapiens), Q96LD8; recombinant SENP8; inhibition, % at 20 µM; 0.64% of 360,000 active; AID 602440, 2012; in the data active means inhibition mostly above about 40%, no sharp cut-off; inactive means mostly below about 27%
SENP8 block-2: SENP8 protease inhibitors, primary screen, biochemical, luminescence; Sentrin-specific protease 8 (Homo sapiens), Q96LD8; purified SENP8, Z-RLRGG-aminoluciferin cleavage; inhibition, % at 10 µM; 1.2% of 330,000 active; AID 2540, 2010; in the data active means inhibition above about 50%
Apaf-1 inh: inhibitors of human Apaf-1 apoptosome, primary screen, biochemical, DEVD-Rh110 fluorescence, uHTS | AID 489030, 2010 | inhibition, % at 20 µM | reconstituted apoptosome caspase-3 activity | Apoptotic protease-activating factor 1 (Homo sapiens), O14727 | 0.71% of 330,000 active; active means inhibition of at least 40% at 20 µM;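 further: plate controls were DMSO wells for no effect and DEVD-CHO caspase inhibitor wells for full effect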
Target sequence (O14727 whole entry, looked up): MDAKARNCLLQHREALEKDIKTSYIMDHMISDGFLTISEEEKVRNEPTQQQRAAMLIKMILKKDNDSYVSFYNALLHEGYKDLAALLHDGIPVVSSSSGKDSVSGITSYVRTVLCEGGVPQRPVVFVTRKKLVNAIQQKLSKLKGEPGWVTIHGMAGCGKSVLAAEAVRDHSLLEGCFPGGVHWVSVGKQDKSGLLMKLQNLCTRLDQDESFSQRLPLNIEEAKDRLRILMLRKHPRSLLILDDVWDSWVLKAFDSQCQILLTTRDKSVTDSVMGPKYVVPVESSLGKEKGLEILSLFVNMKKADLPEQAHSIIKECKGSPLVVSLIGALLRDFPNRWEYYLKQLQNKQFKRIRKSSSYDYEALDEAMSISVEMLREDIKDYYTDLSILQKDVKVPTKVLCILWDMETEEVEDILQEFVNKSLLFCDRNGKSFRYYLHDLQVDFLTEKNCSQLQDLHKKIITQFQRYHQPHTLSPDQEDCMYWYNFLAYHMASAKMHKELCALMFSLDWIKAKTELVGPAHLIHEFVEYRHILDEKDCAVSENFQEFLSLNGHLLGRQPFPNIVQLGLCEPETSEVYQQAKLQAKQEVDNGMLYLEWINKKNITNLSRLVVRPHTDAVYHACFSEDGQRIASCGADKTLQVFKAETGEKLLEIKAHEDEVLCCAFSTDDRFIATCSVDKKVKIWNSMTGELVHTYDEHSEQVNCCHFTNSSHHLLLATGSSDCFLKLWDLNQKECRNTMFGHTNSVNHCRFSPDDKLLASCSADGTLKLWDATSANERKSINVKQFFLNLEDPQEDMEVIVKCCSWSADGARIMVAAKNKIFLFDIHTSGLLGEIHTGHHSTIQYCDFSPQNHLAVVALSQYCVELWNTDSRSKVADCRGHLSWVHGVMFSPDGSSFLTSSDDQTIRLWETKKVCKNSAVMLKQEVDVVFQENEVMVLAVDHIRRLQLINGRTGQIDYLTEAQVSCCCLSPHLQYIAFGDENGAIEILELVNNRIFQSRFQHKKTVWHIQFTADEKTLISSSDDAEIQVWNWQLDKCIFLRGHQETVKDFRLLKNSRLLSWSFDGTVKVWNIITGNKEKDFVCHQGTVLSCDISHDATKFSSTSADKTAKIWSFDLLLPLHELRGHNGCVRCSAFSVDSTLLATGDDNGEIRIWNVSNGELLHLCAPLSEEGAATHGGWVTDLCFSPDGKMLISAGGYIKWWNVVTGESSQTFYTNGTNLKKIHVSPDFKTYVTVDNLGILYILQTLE
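Material: reconstituted apoptosome with Apaf-1, cytochrome c, caspase-9, procaspase-3, dATP; medium: pH 7.5 Hepes buffer with CHAPS, BSA, DTT; also added: cytochrome c and DEVD-Rh110 substrate; timing: 30 min plus 50 min, RT; signal: Rh110 fluorescence intensity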
APOBEC3G inh: APOBEC3G DNA deaminase inhibitors, primary screen, biochemical, fluorescence, single-stranded DNA substrate, uHTS. DNA dC->dU-editing enzyme APOBEC-3G (Homo sapiens), Q9HC16. recombinant A3G, ssDNA deamination FAM/TAMRA fluorescence. inhibition, % at 20 µM. 0.28% of 330,000 active. AID 493012, 2011;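 active means inhibition of at least 40% at 20 µM, with no more than 30% in the related APOBEC3A deaminase screen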;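 further: plate controls were DMSO wells with A3G for no effect and wells lacking A3G enzyme for full effect; some compounds called inactive have numbers as strong as hits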
SENP6 inh: SENP6 protease inhibitors, primary screen, biochemical, luminescence, uHTS; Sentrin-specific protease 6 (Homo sapiens), Q9GZR1; Recombinant SENP6 catalytic domain, aminoluciferin luminescence; inhibition, % at 10 µM; 1.8% of 330,000 active; AID 2599, 2010;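 active means inhibition above about 50% at the single tested dose, limit read from the data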;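 further: plate controls were DMSO wells with enzyme for no effect and DMSO wells lacking enzyme for full effect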
UBC13 polyUb: UBC13 polyubiquitin chain formation inhibitors, primary screen, biochemical, TR-FRET, uHTS; Ubiquitin-conjugating enzyme E2 N (Homo sapiens), P61088; inhibition, % at 20 µM; 0.47% of 330,000 active; in the data active means inhibition above about 45%, passing the limit was not always enough
SENP7 block: SENP7 protease inhibitors, primary screen, biochemical, luminescence, uHTS. recombinant SENP7, Z-RLRGG-aminoluciferin luminescence, 40 min. inhibition, % at 5 µM. 1.5% of 330,000 active. AID 434973, 2010;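 active means inhibition above about 50% at the single test dose, limit read from the data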;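 further: plate controls were DMSO with enzyme for no effect and no enzyme buffer wells for full effect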
SENP1 FRET inh: human SENP1 catalytic domain inhibitors, primary screen, biochemical, FRET, uHTS; Sentrin-specific protease 1 (Homo sapiens), Q9P0U3; recombinant SENP1 catalytic domain, CyPet-SUMO1-YPet FRET cleavage; inhibition, % at 10 µM; 0.21% of 360,000 active;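 active means inhibition at least 30% at 10 µM, raw YFP signal under a set limit, fluorescence ratio 0.5 to 1.5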;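 further: 0% = enzyme with DMSO and 100% = no enzyme wells; some results filed as inactive read as strong as hits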
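Test system: hSENP1 catalytic domain, recombinant; Amount: 20 pM final SENP1 enzyme; Medium: Tris pH 8 buffer plus EDTA, NaCl, BME, BSA, NP40, catalase; Schedule: 50 min enzyme reaction, room temperature, light-protected; Technique: FRET fluorescence in CFP and YFP emission channels; Controls: no-enzyme wells low, DMSO-plus-enzyme wells high control.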
Starred values were filed as active, the others as inactive; i = inactive; & = joins results of further samples.

item	structure	SENP8 block-1	SENP7 block	Apaf-1 inh	APOBEC3G inh
1	Cc1nc2sc(C(c3ccccc3)N3CCN(C(=O)c4ccco4)CC3)c(O)n2n1 (stereo not drawn)	14	-1	-15	-2
2	COc1ccc(Cc2nc3ccc(C(=O)NCCc4ccccn4)cc3o2)cc1OC	-1	-1	5	-5
3	O=C(CN1CCN(S(=O)(=O)c2ccc(F)cc2)CC1)c1ccc(O)c(O)c1	29	-11	4	24
4	CCN(CC)C(=O)CC(c1ccccc1)c1ccco1 (stereo not drawn)	1	-2	-12	-4
5	O=C1/C(=C/c2ccccc2)N=C(N2CCOCC2)N1c1cccc(Cl)c1	-298	0	-1	0
6	COc1ccc(NC(=O)C2CC(=O)N(Cc3ccco3)C2)cc1Cl (stereo not drawn)	4	-17	-2	-6
7	CC(C)CN(C(=O)Cn1nnc(-c2ccc(F)cc2)n1)C1CCS(=O)(=O)C1 (stereo not drawn)	19	-2	0	1
8	COC(=O)C1=C(CSc2nccn2C)NC(=O)NC1c1cc(C)ccc1C (stereo not drawn)	6	6	1	0
9	C=CCOc1ccc(/C=N\NC(N)=S)cc1	9	-15	4	-6
10	CC/C(=C(\c1ccccc1)c1ccc(OCCN(C)C)cc1)c1ccccc1	8&16	1	72*	-5&-3
11	CC(C)(C)OC(=O)C[C@H]1C/C=C\C[C@H](CC(=O)N[C@H](CO)Cc2ccccc2)C(=O)N2CCC[C@H]2COC1=O	14	6	-3	-7
12	Cn1cnc([N+](=O)[O-])c1Sc1ccc(C(C)(C)C)cc1	18	3	-1	1

item	SENP6 inh	SENP8 block-2	SENP1 FRET inh	UBC13 polyUb
1	-20	-6	2	0
2	5	-7	1	-6
3	2	0	0	-21
4	3	-2	-2	3
5	3	-1	-34	-1
6	-7	-6	0	-8
7	-15	-8	4	0
8	8	1	0	5
9	-6	-13	5	-15
10	-11	-9	-2&2	78*
11	-14	-6	2	-2
12	-11	7	-1	0

Later entries:
item	structure	SENP8 block-1	SENP7 block	Apaf-1 inh	APOBEC3G inh
13	COc1ccc(NC(=O)C2CCCN2S(=O)(=O)c2ccc(C)cc2)cc1 (stereo not drawn)	14	2	-2	2
14	N#Cc1ccsc1NC(=O)C1=COCCO1	-8	-7	9	-5
15	COCC[N+]1(C)CCCCC1	15	5	2	34
16	C=C(C)Cn1c(CCNC(=O)CCC)nc2ccccc21	3	2	-4	-5
17	O=C(c1ccc2[nH]c(=O)c(=O)[nH]c2c1)N1CCc2ccccc21	1	4	-12	-4
18	Cc1c(Cc2ccccc2)c(NCCCO)n2c(nc3ccccc32)c1C#N	-456	-8	12	-7
19	CCC(=O)Nc1c(-c2ccc(C)cc2)c(=O)c2ccccc2n1C	-86	-9	3	-7
20	C#CCNC(=O)C1=C[C@H](c2coc3ccccc3c2=O)C[C@H](OCCCCO)O1	5	-15	6	-9
21	Cc1ccc(OCC(=O)NNC(=O)CCC(=O)NCc2ccccc2)cc1	20	1	-21	-8
22	C/C(=N\NC(=O)c1ccccc1F)c1ccc(C#N)cc1	10	0	-17	-7
23	CC(C)c1nnc(NC(=O)CCC2CCCCC2)s1	1	-11	15	0
24	COc1ccccc1C(=O)NNC(=O)c1ccc(Br)cc1	15	5	1	-5

item	SENP6 inh	SENP8 block-2	SENP1 FRET inh	UBC13 polyUb
13	3	1	1	3
14	-11	-12	-12	-7
15	-12	-3	1	2
16	1	-1	1	0
17	-13	-7	-1	-1
18	-19	-13	-34	8
19	-31	-8	-2	5
20	-21	-13	-1	-1
21	-11	4	0	3
22	-8	3	0	-10
23	-2	-10	1	-2
24	3	-15	3	4

A different layout for 4 compounds above.
15. COCC[N+]1(C)CCCCC1
  SENP8 block-1: 15
  SENP7 block: 5
  Apaf-1 inh: 2
  APOBEC3G inh: 34
  SENP6 inh: -12
  SENP8 block-2: -3
  SENP1 FRET inh: 1
  UBC13 polyUb: 2

20. C#CCNC(=O)C1=C[C@H](c2coc3ccccc3c2=O)C[C@H](OCCCCO)O1
  SENP8 block-1: 5
  SENP7 block: -15
  Apaf-1 inh: 6
  APOBEC3G inh: -9
  SENP6 inh: -21
  SENP8 block-2: -13
  SENP1 FRET inh: -1
  UBC13 polyUb: -1

22. C/C(=N\NC(=O)c1ccccc1F)c1ccc(C#N)cc1
  SENP8 block-1: 10
  SENP7 block: 0
  Apaf-1 inh: -17
  APOBEC3G inh: -7
  SENP6 inh: -8
  SENP8 block-2: 3
  SENP1 FRET inh: 0
  UBC13 polyUb: -10

24. COc1ccccc1C(=O)NNC(=O)c1ccc(Br)cc1
  SENP8 block-1: 15
  SENP7 block: 5
  Apaf-1 inh: 1
  APOBEC3G inh: -5
  SENP6 inh: 3
  SENP8 block-2: -15
  SENP1 FRET inh: 3
  UBC13 polyUb: 4

Next part
item	structure	SENP8 block-1	SENP7 block	Apaf-1 inh	APOBEC3G inh
25	O=[N+]([O-])c1cccc(CNCc2ccccc2)c1	4	7	3	2
26	Cc1ccc(C(=O)Nc2ccc(S(=O)(=O)NC3=NCCCCC3)cc2)c(C)c1	10	11	7	-4
27	COc1ccc(N2CCN(S(=O)(=O)c3ccc4c(c3)N(C(C)=O)CCO4)CC2)cc1	8	-5	0	-6
28	CCn1c(=O)c2cc(C(=O)NCCOC)sc2c2ccccc21	-290	6	5	1
29	CCOC(=O)c1c(C)[nH]c(C(=O)NNC(=O)c2ccccc2)c1C	0	-10	2	-7
30	O=C(NNc1nc(-c2ccccc2)cs1)c1ccco1	17	-3	1	-3
31	ON1C(c2ccccc2)CC2(O)c3nonc3CCC12 (stereo not drawn)	22	-1	5	-2
32	COc1cccc(NC(=O)COC(=O)CCn2c(C)csc2=O)c1	21	-2	2	-9
33	Cc1cccc(-c2noc(CNC(=O)Nc3ccc(F)cc3)n2)c1	1	0	-12	-6
34	COc1ccc(NS(=O)(=O)c2ccc(NC(C)=O)cc2)nn1	4	12	-8	0
35	O=C1NCCN/C1=C\C(=O)c1cccc(Br)c1	17	-5	-10	-10
36	COc1ccc(/C=N/OCc2nc3c4c(ncn3n2)Oc2ccc3ccccc3c2C4c2ccccc2)cc1 (stereo not drawn)	4	7	11	1

item	SENP6 inh	SENP8 block-2	SENP1 FRET inh	UBC13 polyUb
25	18	-2	-1	-2
26	-16	-11	-1	-3
27	26	3	1	-4
28	0	5	-1	22
29	-19	-15	-2	0
30	-9	-9	0	-7
31	-21	0	-1	-8
32	8	5	2	0
33	-4	8	-3	13
34	-17	-4	0	-5
35	-20	-5	1	0
36	-17	-3	0	-7

The list goes on; the last two above are carried over.
item	structure	SENP8 block-1	SENP7 block	Apaf-1 inh	APOBEC3G inh
35	O=C1NCCN/C1=C\C(=O)c1cccc(Br)c1	17	-5	-10	-10
36	COc1ccc(/C=N/OCc2nc3c4c(ncn3n2)Oc2ccc3ccccc3c2C4c2ccccc2)cc1 (stereo not drawn)	4	7	11	1
37	CCOC(=O)C1=C(C)NC2=C(C(=O)OC2)C1c1ccccc1 (stereo not drawn)	-246	-4	-4	-6
38	O=C(CSc1nc(C2CC2)nc2ccccc12)N1CCCCC1	19	0	-6	-6
39	Cc1nc(SCC(=O)Nc2cccnc2Cl)nc(C)c1C	6	4	-6	-1
40	COc1ccc(S(=O)(=O)NN(C)C)cc1N(C)S(=O)(=O)c1ccc(Cl)cc1	5	7	-1	-2
41	COc1ccc(CCNC(=O)c2ccc(NS(=O)(=O)c3ccc4[nH]c(=O)[nH]c4c3)cc2)cc1OC	1	-6	-1	3
42	COc1ccc(C)cc1NC(=O)Nc1cnccn1	10	8	3	0
43	CC(NC(=O)c1cccc(S(=O)(=O)N2CCc3ccccc32)c1)c1ccco1 (stereo not drawn)	6	4	1	-6
44	CCCN1C(=O)C(O)(C2COC(C)(C)CC2=O)c2ccccc21 (stereo not drawn)	27	-6	-3	-6
45	COc1cc2c(c(OC)c1OC)-c1c(cc3c(c1OC)OCO3)C[C@H](C)[C@@](C)(O)C2	8	8	-2	-1
46	CNS(=O)(=O)c1cccc(C(=O)OCCCOC(=O)c2cccc(S(=O)(=O)NC)c2)c1	-1	1	-5	-7
47	CSc1nsc(SC)c1C(=O)NCCNS(=O)(=O)c1ccc(C)cc1	13	4	0	-5
48	O=S(=O)(Nc1nc2ccccc2s1)c1ccc(Br)s1	2	-3	6	0

item	SENP6 inh	SENP8 block-2	SENP1 FRET inh	UBC13 polyUb
35	-20	-5	1	0
36	-17	-3	0	-7
37	8	0	-1	9
38	-9	-1	0	8
39	2	5	-2	-5
40	-11	-6	4	4
41	0	1	1	-1
42	-15	-13	-1	8
43	10	2	-4	6
44	-10	2	2	0
45	11	1	1	0
46	5	2	-2	3
47	-14	0	2	5
48	-22	-1	-4	-8

Marked active in UBC13 polyUb, of those listed so far:
| no. | canonical_smiles | SENP7 block | APOBEC3G inh | SENP6 inh | SENP1 FRET inh | UBC13 polyUb |
| --- | --- | --- | --- | --- | --- | --- |
| 10 | CC/C(=C(\c1ccccc1)c1ccc(OCCN(C)C)cc1)c1ccccc1 | 1 | -5&-3 | -11 | -2&2 | 78* |

New compounds follow.
item	structure	SENP8 block-1	SENP7 block	Apaf-1 inh	APOBEC3G inh
49	O=C(COC(=O)c1ccc2ccccc2c1O)NCc1ccccc1	i	1	-13	-2
50	CC(C)C(=O)Nc1ccc([N+](=O)[O-])cc1Br	22	5	-6	-3
51	c1ccc(Oc2nc(Oc3ccccc3)nc(N3CCOCC3)n2)cc1	26	-8	19	-5
52	Cc1cc(-c2nnc(-c3cccc(C(F)(F)F)c3)o2)no1	6	-2	-12	-8
53	CCC(C)NC(=O)Cn1cnc2sc(C)cc2c1=O (stereo not drawn)	31	0	-8	-7
54	CCOc1cc(N2CCOCC2)c(OCC)cc1NC(=O)CSc1cccc[n+]1[O-]	47*	-12	14	1
55	COc1ccc([N+](=O)[O-])cc1NC(=O)Cc1ccccc1Cl	11	0	-2	-3
56	NNC(=O)C1CCN(S(=O)(=O)c2ccc(Cl)cc2)CC1	7	0	-5	-2
57	CC(=O)c1ccc(OCC(O)CNCc2ccc3c(c2)OCO3)cc1 (stereo not drawn)	1	-5	-8	-1
58	CCCn1c(N)c(C(=O)COC(=O)c2cccc(S(=O)(=O)N3CCOCC3)c2)c(=O)[nH]c1=O	14	10	-7	-2
59	COc1ccc(NC(=O)CN2C(=O)NC3(CCCC3)C2=O)cc1	8	4	1	-6
60	CC(C)(C(=O)c1ccccc1)/[N+]([O-])=C/c1ccccc1F	17	-3	0	-2
61	CC(=O)NCCc1nc2ccccc2n1Cc1cc(C)ccc1C	7	-7	16	-1
62	O=C(/C=C/c1ccccc1[N+](=O)[O-])Nc1cccnc1	-4	26	-1	-2
63	Cc1cc(NC(=O)CSCC(=O)N(c2ccc(F)cc2)C(C(=O)NC2CCCCC2)c2ccc(O)c(O)c2)no1 (stereo not drawn)	1	6	2	2

item	SENP6 inh	SENP8 block-2	SENP1 FRET inh	UBC13 polyUb
49	-1	3	0	7
50	0	0	1	-13
51	-1	-5	1	-15
52	-20	-9	0	2
53	-1	-5	4	5
54	-7	-12	-1	-6
55	-1	1	1	13
56	-21	4	1	3
57	-38	0	2	-3
58	9	0	-6	8
59	7	-1	0	-1
60	8	-8	3	-8
61	-5	-7	1	-12
62	39	6	0	4
63	-11	-7	-30	8

The order is random; 3.6% or so of the library scored in one or more.
